MEP2 TOR yeast – alters MEP2-GFP fluorescence in TOR pathway yeast screen; S. cerevisiae MEP2-GFP strain, flow cytometry GFP, 3 h; 100% = DMSO control level; GFP response vs DMSO, % at 10 µM; 330,000 tested, 0.51% active;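 active means GFP response versus DMSO above a set limit, roughly screen mean plus 3 SD, cut at about 180% in these data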;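 further: median GFP fluorescence of the barcode-gated MEP2-GFP cells per well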
RPL19A TOR yeast – yeast TOR pathway RPL19A-GFP modulation. AID 2025. S. cerevisiae RPL19A-GFP strain, flow cytometry, 3 h; active compounds read low. percent response vs DMSO, % at 10 µM. 330,000 tested, 0.3% active;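 active means percent response vs DMSO below 50%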;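 further: median channel GFP fluorescence of the barcoded RPL19A-GFP strain; ratio of sample median GFP to plate DMSO average so 100% = DMSO; lower means less RPL19A-GFP as with rapamycin TOR inhibition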
Yeast superoxide – caloric restriction mimetics inhibiting age-related superoxide in yeast. superoxide response (% of plate mean), % at 10 µM. AID 2690. 330,000 tested, 0.18% active. S. cerevisiae aged cells, superoxide DHE fluorescence; active compounds read low;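 active means superoxide response under a set limit, about three screen SD below normal, cut at about 65% in these data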;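 further: yeast aged for seven days with compound at 30 °C before DHE staining; 100% = average MFI of all compound-treated wells on the plate with controls excluded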
GRK2 inh – blocks RNA aptamer binding to human GRK2 | P25098 | bead flow cytometry, FAM-aptamer displacement from GRK2 | inhibition of aptamer binding, % at 10 µM | 330,000 tested, 0.59% active;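 active means inhibition of aptamer binding above 40%, roughly 3 SD of noise, on plates passing a quality check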;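 further: median bead fluorescence of bound FAM aptamer so fluorescent compounds give negative values; no value below 0 was filed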
Target sequence (P25098 whole entry, looked up): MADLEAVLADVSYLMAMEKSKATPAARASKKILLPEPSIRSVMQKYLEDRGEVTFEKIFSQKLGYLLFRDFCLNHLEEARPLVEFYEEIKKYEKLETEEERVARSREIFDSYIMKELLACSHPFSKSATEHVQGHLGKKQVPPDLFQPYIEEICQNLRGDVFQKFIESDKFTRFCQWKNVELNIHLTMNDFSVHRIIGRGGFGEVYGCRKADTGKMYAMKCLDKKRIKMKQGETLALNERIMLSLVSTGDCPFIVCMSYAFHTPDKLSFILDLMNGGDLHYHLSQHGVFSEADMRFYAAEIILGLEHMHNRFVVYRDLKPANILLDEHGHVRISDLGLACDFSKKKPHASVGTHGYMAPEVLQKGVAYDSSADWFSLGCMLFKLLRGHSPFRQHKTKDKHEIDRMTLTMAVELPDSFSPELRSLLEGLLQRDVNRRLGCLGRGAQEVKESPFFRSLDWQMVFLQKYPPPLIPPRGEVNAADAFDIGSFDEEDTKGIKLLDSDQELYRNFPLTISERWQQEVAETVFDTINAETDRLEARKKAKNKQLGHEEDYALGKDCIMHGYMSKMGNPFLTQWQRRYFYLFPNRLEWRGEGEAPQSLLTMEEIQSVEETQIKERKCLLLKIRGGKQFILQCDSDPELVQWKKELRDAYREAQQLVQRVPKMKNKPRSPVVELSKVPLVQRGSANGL
CIT2 TOR yeast – alters CIT2-GFP fluorescence in TOR pathway yeast screen; S. cerevisiae CIT2-GFP strain, flow cytometry, 3 h; 100 means same as DMSO wells; GFP response vs DMSO, % at 10 µM; 320,000 tested, 0.065% active; AID 2029;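 active means GFP response relative to DMSO above a set limit, near the screen mean plus 3 SD, cut at about 150% in these data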;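 further: ratio of well median GFP fluorescence to mean of DMSO wells on the plate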
VLA-4 inh – inhibition in a human VLA-4 binding assay; AID 2557; inhibition, % (about 7 µM as worked out from the volumes in the protocol); 330,000 tested, 0.2% active; VLA-4 expressing cells, ligand binding flow cytometry; in the data active means inhibition above about 50%
LAP4-GFP MLPCN – modulators of TOR pathway LAP4-GFP in S. cerevisiae; 320,000 tested, 0.34% active; S. cerevisiae LAP4-GFP multiplex, flow cytometry GFP, 3 h; median GFP as percent of DMSO wells; GFP response vs DMSO, % at 10 µM;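 active means GFP response vs DMSO above a set limit, about the screen mean plus 3 SD, cut at about 150% in these data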
AGP1-GFP MLPCN – yeast TOR pathway AGP1-GFP modulation; S. cerevisiae AGP1-GFP multiplex flow cytometry, 3 h; GFP as percent of DMSO wells; GFP response vs DMSO, % at 10 µM; 320,000 tested, 0.02% active;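 active means GFP response relative to DMSO above a set limit, near screen average plus 3 SD, cut at about 150% in these data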;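 further: median GFP channel fluorescence of the gated AGP1 strain per well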
* hit, by the source's call; · = no result given.

| cpd | smiles | Yeast superoxide | GRK2 inh | RPL19A TOR yeast | AGP1-GFP MLPCN | LAP4-GFP MLPCN | VLA-4 inh | CIT2 TOR yeast | MEP2 TOR yeast |
| --- | --- | --- | --- | --- | --- | --- | --- | --- | --- |
| 1 | CN(C)CCC(=O)c1ccc(F)cc1 | 82 | 0 | 104 | 109 | 101 | 0 | 104 | 101 |
| 2 | O=S(=O)(CCc1nc2ccccc2o1)c1ccc(Cl)c(Cl)c1 | 90 | 0 | 89 | 98 | 91 | -21 | 98 | 93 |
| 3 | O=C(Nc1nnc(-c2ccc(F)cc2)o1)C1CCCN1S(=O)(=O)c1cccs1 (stereo unspecified) | 105 | 0 | 97 | 106 | 110 | -1 | 92 | 93 |
| 4 | CCOc1ccc(CNC(=O)c2ccc(Sc3ccc(Cl)cc3)c(NC(C)=O)c2)cc1OC | 106 | 14 | 104 | 99 | 91 | 3 | 97 | 93 |
| 5 | CC(=O)Nc1ccc2nc(-c3cccs3)[nH]c2c1 | 100 | 4 | 99 | 97 | 97 | 94* | 101 | 101 |
| 6 | CCOc1ccccc1NC(=O)CSc1nc(=O)n(Cc2ccccn2)c2c1CCC2 | 103 | 1 | 91 | 98 | 101 | 1 | 94 | 95 |
| 7 | CC(=O)c1ccc(N(CC(=O)NC2CCCC2)C(=O)CNC(=O)c2cccs2)cc1 | 108 | 7 | 104 | 103 | 108 | 3 | 104 | 107 |
| 8 | CC(CC(=O)Nc1ccc(S(=O)(=O)N2CCOCC2)cc1)c1ccccc1 (stereo unspecified) | 98 | 0 | 96 | 101 | 111 | 7 | 105 | 97 |
| 9 | CCS(=O)(=O)N1CCC(C(=O)NCc2ccc(F)cc2Cl)CC1 | 108 | 2 | 104 | 104 | 103 | 8 | 106 | 111 |
| 10 | CCOc1ccc(CC(=O)N/N=C/c2cccnc2)cc1OCC | 110 | 0 | 111 | 119 | 115 | 4 | 116 | 112 |
| 11 | Cc1cccc(C(=O)N2CCN(c3ncnc4c3cnn4-c3ccccc3)CC2)c1 | 103 | 1 | 107 | · | 114 | -2 | 106 | 107 |
| 12 | Clc1ccccc1-c1nc2ccccc2c2nc3ccccc3n12 | 98 | 3 | 102 | 106 | 98 | -10 | 105 | 101 |
| 13 | O=C(CSc1nnc(-c2ccc(O)cc2)n1Cc1ccco1)N1CCc2ccccc2C1 | 60* | 0 | 92 | 93 | 98 | -1 | 88 | 97 |
| 14 | CCOC(=O)c1ccc(NC(=S)N2CCC(C(N)=O)(N3CCCCC3)CC2)cc1 | 101 | 0 | 90 | 90 | 91 | 12 | 86 | 90 |
| 15 | O=C(NCCS(=O)(=O)N1CCCC1)c1ccccc1 | 99 | 0 | 89 | 86 | 88 | 13 | 89 | 97 |
| 16 | CN1C(=O)c2cccc3c(S(=O)(=O)NCCc4ccccc4)ccc1c23 | 93 | 1 | 98 | 98 | 104 | -9 | 96 | 95 |
| 17 | COc1ccc(/C=C/c2nnc(NC(=O)CSc3ccc(Cl)cc3)s2)cc1 | 105 | 1 | 106 | 101 | 104 | 6 | 113 | 107 |
| 18 | COc1ccc(Cl)cc1C(=O)NNC(=O)CSc1nncn1C | 81 | 0 | 98 | 100 | 94 | -4 | 122 | 109 |
| 19 | CCCC[N+](C)(C)CCC(=O)NC(C)(C)CS(=O)(=O)[O-] | 110 | 40 | 98 | 104 | 101 | 29 | 96 | 97 |
| 20 | O=C(Nc1ccc(S(=O)(=O)Nc2nccs2)cc1)c1cccc(N2C(=O)c3ccccc3C2=O)c1 | 100 | 2 | 94 | 97 | 98 | -23 | 86 | 94 |
| 21 | COc1ccc(N2CCc3c(C)nc(SC)nc32)cc1 | 97 | 0 | 95 | 95 | 96 | 34 | 97 | 94 |
| 22 | Cc1cc(/C([O-])=C(/C(=S)Nc2ccccc2)[n+]2ccccc2)c(C)n1-c1ccccc1 | 96 | 2 | 98 | 102 | 100 | 32 | 96 | 102 |
| 23 | CC(=O)c1ccc(C(=O)N2CCCC(CCC(=O)N(C)CCc3ccccn3)C2)s1 (stereo unspecified) | 116 | 0 | 99 | 94 | 98 | 6 | 87 | 100 |
| 24 | Cc1cc(N2CCCC2)nc2c(C)cccc12 | 75 | 0 | 100 | 99 | 94 | 11 | 97 | 108 |
| 25 | CC12CC(c3ccccc3O1)N(C(=O)c1ccco1)C(=S)N2c1ccc(F)cc1 (stereo unspecified) | 95 | 3 | 100 | 98 | 95 | -6 | 100 | 97 |
| 26 | O=C(CN(Cc1cccs1)C(=O)CNS(=O)(=O)c1ccc(F)cc1)NCC1CCCO1 (stereo unspecified) | 81 | 3 | 96 | 97 | 106 | 4 | 96 | 90 |
| 27 | Cn1cncc1C#Cc1ccc2cc(CCO)oc(=O)c2c1 | 115 | 7 | 95 | 100 | 92 | 4 | 100 | 97 |
| 28 | COc1ccc(C(=O)N2CCCC(c3nc(-c4ccc(C)o4)no3)C2)cc1OC (stereo unspecified) | 117 | 1 | 109 | 104 | 91 | -13 | 100 | 103 |
| 29 | Cc1cc(C)c(C(=O)COC(=O)c2c(C)noc2C)cc1C | 123 | 6 | 96 | 100 | 102 | -6 | 104 | 94 |
| 30 | Clc1ccccc1-c1nnc(-c2ccc3c(c2)OCO3)o1 | 100 | 1 | 102 | 100 | 98 | -2 | 100 | 106 |
| 31 | CCn1cc(S(=O)(=O)CC(=O)Nc2ccc(C)cc2)c2ccccc21 | 96 | 4 | 90 | 86 | 96 | 3 | 110 | 101 |
| 32 | C#CCn1c(=O)cc(C)c2ccccc21 | 94 | 47* | 103 | 113 | 100 | 1 | 107 | 110 |
| 33 | COc1cc(NC(=S)N2CCCC(C)C2)c(OC)cc1Cl (stereo unspecified) | 96 | 1 | 93 | 101 | 106 | -1 | 87 | 97 |
| 34 | CCN(CC)c1ccc(NS(=O)(=O)c2ccc(OC)cc2)cc1 | 96 | 0 | 95 | 87 | 100 | -7 | 81 | 94 |
| 35 | CC(=O)OCC(=O)[C@@]1(OC(C)=O)[C@@H](C)C[C@H]2[C@@H]3C[C@H](F)C4=CC(=O)C=C[C@]4(C)[C@@]3(F)[C@@H](O)C[C@@]21C | 97 | 4 | 97 | 85 | 125 | 35 | 85 | 95 |
| 36 | CSc1nnc2c3c4c(sc3c(=O)n(-c3ccccc3)n12)CC(C)(C)OC4 | 102 | 1 | 98 | 98 | 96 | -7 | 91 | 99 |
| 37 | Cc1cccc(NC(=O)CSc2ccc(-c3ccco3)nn2)c1C | 106 | 0 | 102 | 100 | 100 | -8 | 99 | 111 |
| 38 | CC(=O)C1=C(c2ccccc2)NC(=O)NC1c1cccs1 (stereo unspecified) | 95 | 0 | 104 | 96 | 95 | 9 | 107 | 105 |
| 39 | O=C(Cc1ccccc1)Nc1nc2ccccc2s1 | 101 | 0 | 89 | 96 | 106 | -38 | 81 | 88 |
| 40 | CC1CCCN(S(=O)(=O)c2ccc3[nH]c4c(c3c2)CCCC4)C1 (stereo unspecified) | 101 | 7 | 102 | 99 | 106 | -2 | 87 | 86 |
| 41 | CCOC(=O)N1CCN(C(=O)c2cc(OC)cc(OC)c2)CC1 | 105 | 2 | 102 | 106 | 103 | 4 | 105 | 103 |
| 42 | Cc1ccc(NC(=O)c2ccc(F)cc2F)cc1NS(C)(=O)=O | 102 | 0 | 101 | 107 | 106 | 4 | 98 | 97 |
| 43 | O=C1C=CC(=O)C(C2=C3C(=O)N(CCc4ccccc4)CC(=O)N3CCC2)=C1 | 97 | 0 | 109 | 101 | 105 | 15 | 108 | 115 |
| 44 | N#C/C(=C\c1cc(Cl)cc(Cl)c1O)C(=O)NC1CCCCC1 | 105 | 1 | 96 | 95 | 99 | -22 | 99 | 100 |
| 45 | O=C(NCc1ccc(F)cc1)c1cccc2c1C(=O)c1ccc(N3CCOCC3)cc1S2(=O)=O | 99 | 1 | 102 | 99 | 101 | -17 | 96 | 98 |
| 46 | COc1ccccc1OCCNC(=O)C1CC(=O)N(c2ccc3c(c2)OCCO3)C1 (stereo unspecified) | 83 | 1 | 103 | 111 | 111 | 7 | 112 | 105 |
| 47 | CCCCNC(=O)C1CCN(Cc2ccccn2)CC1 | 102 | 5 | 104 | 105 | 105 | 3 | 96 | 105 |
| 48 | CC(=O)C1C(c2ccc(Br)cc2)c2c(noc2C)CC1(C)O (stereo unspecified) | 100 | 4 | 94 | 101 | 111 | -4 | 98 | 101 |
| 49 | COc1cc(OC)cc(C(=O)N[C@H](C(=O)Nc2ccc(NC(C)=O)cc2)C(C)C)c1 | 88 | 4 | 96 | 107 | 106 | -3 | 109 | 106 |
| 50 | Nc1ncnc2c1ncn2[C@@H]1O[C@H](CNS(=O)(=O)CCCCl)[C@@H](O)[C@H]1O | 106 | 3 | 81 | 78 | 81 | -26 | 82 | 94 |
| 51 | CCCCOC(=O)Nc1nc2ccc(OC)cc2s1 | 99 | 0 | 98 | 100 | 108 | 6 | 94 | 101 |
| 52 | O=C(c1nsnc1-c1ccccc1O)N1CCCCC1 | 102 | 0 | 109 | 110 | 107 | -2 | 108 | 110 |
| 53 | O=C(O)c1cc(S(=O)(=O)Nc2ccc3cn[nH]c3c2)ccc1O | 95 | 0 | 94 | 99 | 97 | 10 | 98 | 103 |
| 54 | CC1=C(C(=O)Nc2ccccn2)C(c2ccccc2)n2ncnc2N1 (stereo unspecified) | 86 | 1 | 103 | 106 | 99 | 0 | 106 | 105 |
| 55 | COc1ccc(-c2csc(NC(=S)NC(=O)c3ccccc3)n2)cc1Br | 107 | 0 | 97 | 102 | 107 | -7 | 94 | 96 |
| 56 | COc1cc(NC(=S)NC(=O)CCc2ccccc2)cc(OC)c1 | 94 | 4 | 96 | 90 | 103 | 10 | 88 | 97 |
| 57 | N#Cc1cn(Cc2cccc(Cl)c2)c2ccccc12 | 89 | 1 | 96 | 96 | 112 | -11 | 79 | 87 |
| 58 | Cc1oc2ccc(NS(=O)(=O)c3cccc4cccnc34)cc2c1C(=O)OC(C)C | 79 | 0 | 98 | 94 | 96 | 2 | 96 | 102 |
| 59 | CCOC(=O)c1cn(CC)c2cc(N3CCN(C)CC3)c(F)cc2c1=O | 101 | 2 | 106 | 97 | 95 | 15 | 110 | 99 |
| 60 | CC(C)c1ccc(S(=O)(=O)N2CCN(C(=O)CCNC(=O)Nc3ccccc3)CC2)cc1 | 105 | 3 | 95 | 96 | 103 | 11 | 98 | 95 |

(further entries)
| cpd | smiles | Yeast superoxide | GRK2 inh | RPL19A TOR yeast | AGP1-GFP MLPCN | LAP4-GFP MLPCN | VLA-4 inh | CIT2 TOR yeast | MEP2 TOR yeast |
| --- | --- | --- | --- | --- | --- | --- | --- | --- | --- |
| 61 | COc1ccccc1NC(=O)CSc1nnc(-c2ccco2)n1Cc1ccco1 | 90 | 5 | 104 | 109 | 94 | -8 | 103 | 105 |
| 62 | CSc1ccccc1C(=O)C1CCCN(C(=O)CCc2cccnc2)C1 (stereo unspecified) | 102 | 0 | 93 | 90 | 95 | 20 | 92 | 90 |
| 63 | COc1cc(CNCc2cccnc2)ccc1OCC(=O)NC(C)(C)C | 112 | 0 | 105 | 103 | 96 | 3 | 103 | 112 |
| 64 | CCc1nn(CCCC(=O)NC(C)c2ccccc2)c(=O)c2cc3occc3n12 (stereo unspecified) | 122 | 0 | 103 | 102 | 109 | 20 | 99 | 102 |
| 65 | COCCNC(=S)N(C)C1(c2ccccc2Cl)CCCCC1=O (stereo unspecified) | 102 | 0 | 100 | 100 | 104 | 0 | 90 | 90 |
| 66 | CN1CCN(c2ccc(S(=O)(=O)N3CCOCC3)cc2NC(=O)CSCc2ccccc2)CC1 | 89 | 0 | 93 | 92 | 93 | 1 | 93 | 87 |

Screening data: PubChem, NMMLSC
